Screening data as filed in PubChem.
USP1-UAF1 inh: Inhibitors of USP1/UAF1: Primary Screen. Ubiquitin carboxyl-terminal hydrolase 1 (Homo sapiens), O94782. recombinant USP1/UAF1, Ub-Rhodamine cleavage fluorescence. Potency, µM (highest dose often 57.1 µM), without a hit: at the top dose activity change, negative = inhibition, hits mostly inhibitors. hit rate 0.23% among 390,000. AID 743255, 2014; note: potency is the fitted concentration of half-maximal effect; % is set by controls: 0 for no effect and ±100 for the full control effect; nearly all actives have a fitted effect of over 60% in size; inactives centre near -12
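High-throughput fluorogenic screen: 1nM USP1/UAF1 complex, Ub-Rho substrate 150nM final, 50mM HEPES pH 7.8 with 0.5mM EDTA, 0.1 mg/ml BSA, 1mM TCEP and 0.01% Tween-20.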
rTrxR1 inhibitor: qHTS Assay for Inhibitors of Mammalian Selenoprotein Thioredoxin Reductase 1 (TrxR1): qHTS | Potency, µM (top dose mostly 114 µM), for inactives: at the top dose activity change, negative = inhibition, hits mostly inhibitors | hit rate 1% among 390,000 | recombinant rTrxR1, NADPH fluorescence consumption, selenite substrate; note: potency is the fitted concentration of half-maximal effect; % is set by controls: 0 for no effect and ±100 for the full control effect; nearly all actives have a fitted effect of over 65% in size
Target sequence (O89049 whole entry, looked up): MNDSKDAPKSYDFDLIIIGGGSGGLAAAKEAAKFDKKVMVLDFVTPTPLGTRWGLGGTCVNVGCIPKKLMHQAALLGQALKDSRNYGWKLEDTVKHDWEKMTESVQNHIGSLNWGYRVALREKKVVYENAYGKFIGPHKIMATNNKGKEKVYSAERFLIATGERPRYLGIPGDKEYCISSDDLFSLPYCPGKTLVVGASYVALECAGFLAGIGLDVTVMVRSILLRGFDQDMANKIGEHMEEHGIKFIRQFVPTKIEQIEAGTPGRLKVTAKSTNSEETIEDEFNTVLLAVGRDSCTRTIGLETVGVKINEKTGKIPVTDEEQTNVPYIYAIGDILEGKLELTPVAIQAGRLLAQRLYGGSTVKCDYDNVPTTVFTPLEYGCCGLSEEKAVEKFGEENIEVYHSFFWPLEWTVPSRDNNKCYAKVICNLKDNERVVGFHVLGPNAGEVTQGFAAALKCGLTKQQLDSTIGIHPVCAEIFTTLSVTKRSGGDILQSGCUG
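Rat TrxR1 (90 nM in the dispensed reagent) was pre-reduced with 400 uM NADPH for 5 min at room temperature, then incubated with compound for 15 min. After 400 uM selenite was added, NADPH fluorescence (Ex 340/Em 450 nm) was followed for 8 min.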
TRHR agonist: qHTS for Small Molecule Agonists and Allosteric Enhancers of Human TRH Receptor: Primary Screen for Agonists | TRHR cells, calcium flux fluo-8, FDSS agonist mode | activation, % at 2 µM | hit rate 0.18% among 360,000; in the data active = activation above about 30%; note: 0% is about no effect
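Steps: seed TRHR cells overnight; add fluo-8 no-wash Ca dye, RT 30 min–1.5 h; record 10 s baseline; pin-transfer compounds; monitor fluorescence 1 cycle/s for the agonist window. Calcium increases flag candidate agonists.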
TRHR enhancer: qHTS for Small Molecule Agonists and Allosteric Enhancers of Human TRH Receptor: Primary Screen for Enhancers | Thyrotropin-releasing hormone receptor (Homo sapiens), P34981 | TRHR cells, fluo-8 calcium fluorescence, EC20 TRH enhancement | enhancement, % at 2 µM | hit rate 0.66% among 360,000; in the data active = enhancement above about 30%; note: 0% is about no effect
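Enhancer read-out: after compound pinning and an initial kinetic agonist-mode read, an EC20 of TRH (10 nM final) was injected and fluo-8 calcium signal (Ex 480/Em 530) followed at 1 s/cycle for 100 cycles in TRHR-expressing cells.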
PI4K2A inh: qHTS for small molecular inhibitors of PI4K2A; hit rate 0.13% among 420,000; activity change, negative = inhibition, % at 76.9 µM; AID 1346378, 2018; purified PI4K2A, ADP-Glo luminescence, 1 h; hits give low values; in the data active = activity change below about -50%; inconclusive = mostly about -30% to -49%;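 note: -100% = wells without enzyme as full effect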
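ADP-Glo luminescence measured ADP generated by PI4K2A enzyme (4 ug/mL before mixing) with 1.2 mM PI substrate (pre-mix) and 300 microM ATP (pre-mix). Tris pH7.5 buffer with MgCl2, Triton X-100; 1 h reaction at ambient temperature.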
TrxR1 substrate: qHTS Assay for Substrates of Mammalian Selenoprotein Thioredoxin Reductase 1 (TrxR1): qHTS | Thioredoxin reductase 1, cytoplasmic (Rattus norvegicus), O89049 | purified TrxR1 substrate turnover, NADPH consumption readout | Potency, µM (series often up to 114 µM), for inactives: at the highest dose activity change, negative = substrate turnover | hit rate 0.01% among 390,000 | AID 588456, 2011; note: potency is the fitted concentration of half-maximal effect; % is set by controls: 0 for no effect and ±100 for the full control effect; nearly all actives have a fitted effect of over 50% in size
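Rat TrxR1, dispensed at 90 nM, was prereduced with 400 uM NADPH (final) for 5 min at ~22 deg C, then incubated with compound 15 min before 400 uM selenite. A first-read NADPH fluorescence drop versus no-compound background flagged substrates.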
D2 antag: HTS Assay for Allosteric Antagonists of the Human D2 Dopamine Receptor: Primary Screen for Antagonists. inhibition, % at 10 µM. HEK293 TREx D2 cells, calcium flux, dopamine EC80. AID 485344, 2010. hit rate 2% among 340,000; in the data active = inhibition above about 30%; note: 0% is about no effect
Target sequence (P14416 whole entry, looked up): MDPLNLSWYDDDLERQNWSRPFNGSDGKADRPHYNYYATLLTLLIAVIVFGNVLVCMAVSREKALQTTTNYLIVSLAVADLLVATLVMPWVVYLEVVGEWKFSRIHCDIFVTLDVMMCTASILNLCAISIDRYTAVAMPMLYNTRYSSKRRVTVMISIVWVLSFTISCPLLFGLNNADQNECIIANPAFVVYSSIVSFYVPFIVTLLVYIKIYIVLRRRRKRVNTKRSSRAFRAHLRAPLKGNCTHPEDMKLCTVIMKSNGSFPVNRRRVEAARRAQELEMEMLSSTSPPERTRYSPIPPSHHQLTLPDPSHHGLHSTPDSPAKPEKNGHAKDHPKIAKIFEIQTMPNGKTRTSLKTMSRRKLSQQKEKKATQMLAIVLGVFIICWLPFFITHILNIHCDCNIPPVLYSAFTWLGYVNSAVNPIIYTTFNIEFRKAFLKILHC
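HEK293 T-REx D2 cells, tet-induced, calcium dye no-wash. Cpd pintool add, 180 s kinetic, then EC80 DA, 180 s kinetic. Ca flux read.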
D2 agonist: HTS Assay for Allosteric Agonists of the Human D2 Dopamine Receptor: Primary Screen for Agonists; D(2) dopamine receptor (Homo sapiens), P14416; HEK293 T-REx D2 cells, calcium flux agonist mode; activation, % at 2 µM; hit rate 0.53% among 340,000; AID 485358, 2010;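 active = activation over 3 SD above normal in the single-dose calcium agonist read, cut at about 30% in these data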; note: 0% is about no effect
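Agonism is scored from calcium flux in a force-coupled, inducible HEK293 cell line expressing D2, read kinetically for 180 s after compound addition against dopamine controls.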
mIDH1 inhibitor: qHTS for Inhibitors of mutant isocitrate dehydrogenase 1 (IDH1): qHTS | IDH1-R132H enzyme, NADPH consumption, diaphorase/resazurin fluorescence | Potency, µM (highest dose often 76.6 µM), without a hit: at the highest dose activity change, negative = inhibition, usual class: inhibitors | hit rate 0.093% among 390,000 | AID 602179, 2012; note: potency is the fitted concentration of half-maximal effect; % is set by controls: 0 for no effect and ±100 for the full control effect; nearly all actives have a fitted effect of over 65% in size
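IDH1-R132H (0.5 ug/mL) preincubated 30 min with compound, then NADPH (0.016 mM) and alpha-KG (2 mM) added; 80 min at RT, pH 7.5. Remaining NADPH coupled via diaphorase/resazurin to fluorescence (540/590 nm); concentration-response curves normalized to no-enzyme control.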
Numbers without * were called inactive; ? = inconclusive; / = not tested or not shown; & = joins results of further samples; [ ] = remark or other dose. Unless noted, calls come from the whole dose curve; as a rule, active = well fitted inhibition curve with a large enough effect; inconclusive = small, poorly fitted or top-dose-only effect; inactive = no such curve, though single readings can be large or run the other way.

nr | molecule | rTrxR1 inhibitor | PI4K2A inh | mIDH1 inhibitor | TRHR agonist | TrxR1 substrate | USP1-UAF1 inh | TRHR enhancer | D2 agonist | D2 antag
1 | Cc1c(Br)c(=O)oc2c(Br)c(O)ccc12 | 2.1%[57.1 µM] | -2.3 | 0.7% | 0.4 | 31.0%[activator][57.1 µM] | -4.3% | -4.8 | -2.4 | -3.8
2 | O=C(Cc1ccc(Cl)cc1)Nc1cc(S(=O)(=O)N2CCOCC2)ccc1N1CCCC1 | 17.0%[57.1 µM] | -0.2 | 0.9% | -1.1 | 3.5%[57.1 µM] | -8.9% | -10.8 | 0.1 | 3.8
3 | O=C(NCC1CCCO1)c1ccc(COc2ccccc2)cc1 (stereo unspecified) | -13.2% | -8.5 | 13.1% | -0.4 | -9.6% | -16.3% | -5.9 | 0.0 | 2.0
4 | O=C(Nc1cc(Cl)cc(Cl)c1)c1cnn2cccnc12 | -12.8% | 6.1 | 2.7% | 0.5 | -1.7% | -13.5% | -5.5 | -0.2 | 16.5
5 | Cc1ccc(S(=O)(=O)Nc2ccc(S(=O)(=O)Nc3cc(C)nc(C)n3)cc2)cc1 | 8.3% | -4.8 | 5.1% | -0.1 | 1.4% | -21.3% | -1.2 | 0.2 | 15.7
6 | C#CCNc1ccc(C(=O)OCC)cc1 | 8.3%[57.1 µM] | -0.8 | 9.9% | -0.8 | 3.5% | -11.6% | -6.0 | 1.6 | -8.9
7 | COc1cccc(N/C=C/C(=O)c2ccc(OC)c(OC)c2)c1 | 44.5%[2.29 µM] | 1.3 | -2.0% | -0.6 | -1.0% | -14.4% | 1.0 | -0.3 | 3.3
8 | CSCCC(NC(=O)c1ccco1)C(=O)NCC(c1ccco1)N1CCCCC1 (stereo unspecified) | 0.6% | -4.0 | 25.6% | -0.2 | -1.7% | -19.1% | -5.3 | 0.7 | 5.5
9 | C#CCOCCOCCOCCNc1nc(N2CCN(C(=O)[C@H](CCCCN)n3cc([C@@H](N)CO)nn3)CC2)nc(N2CCN(C(=O)[C@H](CCCCN)n3cc([C@@H](N)CC(C)C)nn3)CC2)n1 | 2.2% | -2.3 | -15.8% | / | -5.1% | 7.9% | / | / | /
10 | CC(=O)c1ccc(NC(=O)Cn2cnc(S(=O)(=O)N3CCc4ccccc43)c2)cc1 | 17.7% | -0.4 | -11.0% | 1.4 | 2.3% | -4.6% | -2.5 | 54.2* | -1.6
11 | Cc1ccc(C(=O)Nc2ccc3c(c2)OCCO3)cc1S(=O)(=O)N1CCOCC1 | 10.1%[57.1 µM] | -2.0 | -6.0% | / | 11.1%[57.1 µM] | -1.2% | / | / | /
12 | NS(=O)(=O)c1ccc(CCNc2nc(CN3CCOCC3)nc3sc4c(c23)CCC4)cc1 | -9.1% | 3.4 | 10.0% | 0.0 | -5.7% | -8.9% | 7.9 | / | /
13 | CCCc1cnc(N2CCN(C(=O)c3ccc(OC)cc3)CC2)nc1 | 1.2%[57.1 µM] | 4.4 | 5.2% | 4.9 | 9.3%[57.1 µM] | -11.1% | -2.7 | 1.4 | -6.6
14 | O=C(Nc1cccc(F)c1)N1CCC(c2ccccc2)CC1 | 4.7% | -1.1 | -2.1% | 1.9 | -1.8% | -4.6% | 8.0 | -0.2 | 3.7
15 | CCOC(=O)N1CCN(C(=O)c2ccc(N3CC4CC(C3)c3cccc(=O)n3C4)c(NC(=O)c3ccc(F)cc3)c2)CC1 (stereo unspecified) | 23.0% | -6.4 | 17.8% | 0.2 | 1.8% | -20.4% | 3.4 | 0.5 | 27.6
16 | O=C(CN1C(=O)CCSc2ccccc21)Nc1cccc(F)c1 | 26.7% | -0.8 | -0.2% | 0.4 | 6.1% | -11.9% | 4.6 | 0.4 | 12.2
17 | COc1cc(CNc2ccc3c(c2)OCCO3)ccc1OCC(N)=O | -8.8% | 8.1 | 12.8% | -0.7 | -3.4% | -13.2% | -2.3 | -0.2 | -11.7
18 | Cc1ccccc1OCC(=O)NNC(=O)Nc1ccc(Cl)cc1 | 0.3% | 0.0 | 3.0% | -0.4 | -1.1% | -14.3% | 10.7 | -0.1 | -2.8
19 | CC(=O)Nc1ccc(NC(=O)CCC(=O)OCC(=O)c2cccc([N+](=O)[O-])c2)cc1 | 4.8% | 3.8 | 4.0% | 0.6 | -1.8% | -2.1% | 0.5 | 0.3 | 20.5
20 | COc1ccc(CNC(=O)C(C#N)c2nc3ccccc3nc2N2CCN(C)CC2)cc1 (stereo unspecified) | -7.9% | -17.1 | 0.0% | 6.0 | -12.7% | -19.2% | 5.6 | 2.0 | 15.4

Continued, starting with the last two of the part before.
nr | molecule | rTrxR1 inhibitor | PI4K2A inh | mIDH1 inhibitor | TRHR agonist | TrxR1 substrate | USP1-UAF1 inh | TRHR enhancer | D2 agonist | D2 antag
19 | CC(=O)Nc1ccc(NC(=O)CCC(=O)OCC(=O)c2cccc([N+](=O)[O-])c2)cc1 | 4.8% | 3.8 | 4.0% | 0.6 | -1.8% | -2.1% | 0.5 | 0.3 | 20.5
20 | COc1ccc(CNC(=O)C(C#N)c2nc3ccccc3nc2N2CCN(C)CC2)cc1 (stereo unspecified) | -7.9% | -17.1 | 0.0% | 6.0 | -12.7% | -19.2% | 5.6 | 2.0 | 15.4
21 | Cc1cc2c(n1-c1ccc(C(=O)NCC(C)c3ccccc3)cc1)CCCC2 (stereo unspecified) | ? | 3.7 | 0.0% | 0.3 | -1.5% | -5.1% | 4.2 | 0.7 | /
22 | O=C(CN1CCN(Cc2ccccc2)CC1)Nc1ccc(-n2cnnn2)cc1 | 5.6% | 2.6 | 2.2% | 4.1 | -1.5% | -5.2% | -10.0 | 0.4 | -2.0
23 | Cc1ccc(NC(=O)NN2CCOCC2)cc1 | 12.5% | 0.6 | -1.3% | -0.3 | 5.1% | -4.9% | 17.7 | 0.7 | 3.1
24 | Cc1ncc([N+](=O)[O-])n1CC(=O)NCCc1ccccc1 | -21.6% | 0.0 | 1.8% | 0.5 | -16.7% | -7.9% | 3.3 | -0.5 | 0.4
25 | COC(=O)c1[nH]c2cc(OC)ccc2c1NC(=O)CCN1CCCCC1 | -1.4%[57.1 µM] | 1.1 | -3.3% | -0.1 | -6.7% | -2.3% | -2.0 | 0.5 | 9.6
26 | Cc1ncsc1CCC(=O)N1CCCC(Nc2ccc(C(C)C)cc2)C1 (stereo unspecified) | -6.4% | 6.8 | 3.7% | 0.9 | -1.1% | -8.4% | -2.5 | 0.4 | 5.8
27 | CCCCCOc1ccc(NC(=O)Cn2c(-c3cncs3)nc3ccccc32)cc1 | 13.8% | 1.7 | / | 0.3 | -4.8%[11.4 µM] | -2.1% | 1.1 | 1.0 | /
28 | COc1ccc(C)cc1NC(=O)NNC(=O)c1ccoc1C | -2.4% | 0.5 | 8.0% | 0.5 | -3.7% | -1.3% | 6.3 | 0.0 | 9.7
29 | COc1ccc(CNC(=O)Cn2cccc2C(=O)c2ccccc2C)cc1 | 16.8%&-21.8% | -0.2&-2.8 | 10.2% | -0.6&-0.8 | 0.2%&-12.3% | -12.9%&-0.8% | 2.0&2.3 | 0.1 | /
30 | CCOC(=O)C1CCN(C(=O)C2CCCN2S(=O)(=O)c2ccc(Cl)cc2)CC1 (stereo unspecified) | -4.7% | 3.2 | 9.4% | 0.0 | -7.2% | -2.1% | 3.5 | 0.5 | -2.4
31 | Cn1c(=O)c2c(nc(SCc3ccc(F)cc3)n2C)n(C)c1=O | -4.7%[57.1 µM] | 0.6 | 5.5% | 0.1 | -9.8%[57.1 µM] | -5.7% | 12.7 | 1.6 | 1.2
32 | Fc1ccccc1N1CCN(Cc2nnc(-c3ccc4c(c3)OCO4)o2)CC1 | 12.3% | -1.0 | -15.1% | -0.4 | 6.6% | -18.1% | -6.8 | 3.8 | /
33 | CCOc1ccc(CN2CCc3nc(N4CCN(c5ncccn5)CC4)ncc3C2)cc1OC | 5.9%[57.1 µM] | -0.8 | -12.0% | -0.1 | -1.7%[57.1 µM] | -19.7% | -1.4 | 17.7 | /
34 | Cc1cc(C)n2nc(SCCCC(=O)c3ccc(F)cc3)nc2n1 | 8.2%[57.1 µM] | 2.9 | 5.8% | 0.8 | 8.4%[57.1 µM] | 1.5% | 4.3 | 1.7 | -9.5
35 | COc1ccc(NC(=O)Nc2sc(=S)n(C)c2C)cc1 | 0.3%[57.1 µM] | 1.0 | 1.6% | 0.2 | 3.2%[57.1 µM] | -6.7% | -2.2 | -0.3 | -14.4
36 | CC(C)N1CCN(Cc2nc3c(s2)CCCC3)CC1CCO (stereo unspecified) | 23.9%[57.1 µM] | 0.1 | 1.8% | 0.3 | -3.2% | -12.3% | 3.8 | 0.8 | -5.1
37 | COc1ccc(CC(=O)Nc2ccccc2NC(=O)c2ccco2)cc1OC | 12.6%[57.1 µM] | -2.5 | 9.0% | 0.7 | 1.2%[57.1 µM] | -13.0% | -2.4 | 0.4 | 5.3
38 | O=C(N[C@H]1C/C=C\C[C@@H](CC(=O)N(CCO)Cc2ccccc2)C(=O)N[C@H](Cc2c[nH]c3ccccc23)COC1=O)OCC1c2ccccc2-c2ccccc21 | -22.1% | -0.5 | -20.3% | / | -12.5% | -14.1% | / | / | /

Hits appear at their usual frequency; any-hit rate near 3.9%.
